High-throughput results as filed in PubChem BioAssay.
TPT1 inhibitor – Candida albicans TPT1 enzyme inhibitors, primary screen, biochemical, fluorescence polarization | tRNA 2'-phosphotransferase TPT1 (Candida albicans SC5314) | recombinant caTPT1, FP RNA substrate dephosphorylation | inhibition, % at 5 µM | 300,000 tested, 0.81% active | AID 1962, 2009;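 active = inhibition above the mean of all tested compounds plus 3 SD, set per screening campaign, cut at about 24% in these data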;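 also: plate controls were DMSO alone for no effect and ferristatin control at 100 nM for full effect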
CTSL1 counter – Fasciola hepatica cathepsin L1 inhibitors, primary screen, counter-screen for PFM18AAP inhibitor project, biochemical, QFRET, fluorogenic peptide substrate | recombinant F. hepatica cathepsin L1, Z-Leu-Arg-MCA fluorescence | inhibition, % at 5.96 µM | 300,000 tested, 0.49% active;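 active = inhibition above the mean of all tested compounds plus 3 SD, set per screening campaign, cut at about 17% in these data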;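 also: 0% = plate median of test compound wells and 100% = 1 µM Z-Phe-Ala-diazomethylketone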
ZTA counter – ZTA (EBV) inhibition in EBNA-1 counter-screen. inhibition, % at 11 µM. 320,000 tested, 0.15% active. AID 2234. ZTA-DNA binding, fluorescence polarization. P03206; in the data active = inhibition above about 33%
Target sequence (P03206 whole entry, looked up): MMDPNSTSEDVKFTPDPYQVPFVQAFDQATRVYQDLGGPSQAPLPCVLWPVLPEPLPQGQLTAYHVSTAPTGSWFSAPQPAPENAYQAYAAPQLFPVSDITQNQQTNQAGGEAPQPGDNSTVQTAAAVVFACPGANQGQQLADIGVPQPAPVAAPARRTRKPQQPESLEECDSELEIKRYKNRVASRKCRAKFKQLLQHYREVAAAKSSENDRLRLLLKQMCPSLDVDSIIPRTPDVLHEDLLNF
core dimer inh – inhibitors of HCV core protein dimerization, primary screen, biochemical, TR-FRET, high-throughput; 300,000 tested, 0.33% active; inhibition, % at 5 µM; TR-FRET GST/Flag-core106 dimerization, 1536-well;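 active = inhibition above the mean of all tested compounds plus 3 SD, set per screening campaign, cut at about 45% in these data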
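System: GST-tagged and Flag-tagged HCV core protein residues 1-106 / Input: core106 proteins, GST 13.5 nM and Flag 17 nM / Buffer or medium: KF-containing HEPES buffer, pH 7.45, DTT, CHAPS, BSA / Probe or stimulus: Eu-anti-GST and XL665-anti-Flag labelled anti-tag antibodies / Schedule: 4 h, 22.5 °C incubation / Technique: TR-FRET 671 and 617 nm emission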
GASC-1 inh – inhibitors of GASC-1 histone demethylase, primary screen, biochemical, fluorescence, DELFIA europium | 330,000 tested, 0.069% active | Lysine-specific demethylase 4C (Homo sapiens), Q9H3R0 | inhibition, % at 2.35 µM | AID 2099, 2009 | GST-JMJD2C(1-420) H3K9me3 demethylation;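 active = more than half of a compound's replicate wells show inhibition beyond 50%, single wells judged on their own value; inconclusive = some, but no more than half, of replicates pass 50% inhibition; inactive = no replicate passes 50% inhibition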;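 also: signal counts dimethyl H3K9 product captured on neutravidin plate; 0% = median of DMSO wells and 100% = 0.3 times that DMSO median; strong numbers were not always called active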
Target sequence (Q9H3R0 1-420 limits assumed): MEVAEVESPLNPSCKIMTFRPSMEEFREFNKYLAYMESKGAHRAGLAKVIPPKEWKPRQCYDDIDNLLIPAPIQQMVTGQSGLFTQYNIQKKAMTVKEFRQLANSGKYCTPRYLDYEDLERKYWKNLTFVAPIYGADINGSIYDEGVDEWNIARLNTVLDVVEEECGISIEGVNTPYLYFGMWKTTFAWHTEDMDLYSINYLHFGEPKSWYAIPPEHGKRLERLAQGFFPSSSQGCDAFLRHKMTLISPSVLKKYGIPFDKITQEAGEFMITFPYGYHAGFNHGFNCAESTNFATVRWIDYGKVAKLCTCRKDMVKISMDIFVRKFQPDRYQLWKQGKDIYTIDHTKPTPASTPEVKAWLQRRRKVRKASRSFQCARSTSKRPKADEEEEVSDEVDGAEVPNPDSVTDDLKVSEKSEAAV
PP1 inh – PP1-alpha phosphatase inhibitors, primary screen, counter-screen for PP5 inhibitor project, biochemical, fluorescence, OMFP substrate, single point | Serine/threonine-protein phosphatase PP1-alpha catalytic subunit (Homo sapiens), P62136 | purified PP1alpha | inhibition, % at 6.7 µM | 320,000 tested, 0.9% active | AID 2235, 2010;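 active = inhibition above the mean inhibition of all tested compounds plus 3 SD, computed separately for each screening campaign, cut at about 15% in these data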
Target sequence (P62136 whole entry, looked up): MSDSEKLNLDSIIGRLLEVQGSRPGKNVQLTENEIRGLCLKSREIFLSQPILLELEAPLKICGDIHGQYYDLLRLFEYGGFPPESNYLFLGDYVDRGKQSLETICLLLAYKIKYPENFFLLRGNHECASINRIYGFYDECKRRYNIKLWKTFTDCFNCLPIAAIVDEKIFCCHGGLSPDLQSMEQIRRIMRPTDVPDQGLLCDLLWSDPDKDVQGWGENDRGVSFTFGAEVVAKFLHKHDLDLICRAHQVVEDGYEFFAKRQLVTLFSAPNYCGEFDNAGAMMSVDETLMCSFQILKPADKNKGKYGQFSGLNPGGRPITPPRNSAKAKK
PP5 inh – PP5 phosphatase inhibitors, primary screen, biochemical, fluorescence. Serine/threonine-protein phosphatase 5 (Homo sapiens), P53041. purified PP5c, OMFP substrate fluorescence. inhibition, % at 6.7 µM. 320,000 tested, 0.18% active. AID 1987, 2009;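 active = inhibition above the campaign's mean inhibition across all tested compounds plus 3 SD, cut at about 9.5% in these data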;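 also: 0% = DMSO only and 100% = 100 µM cantharidin control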
Yeast superoxide – reduction of superoxide in aged yeast, primary screen, HTS | AID 2690, 2010 | S. cerevisiae aged cells, superoxide DHE fluorescence; hits give low values | superoxide response (% of plate mean), % at 10 µM | 330,000 tested, 0.18% active;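 active = superoxide response under a set limit, about three screen SD below normal, cut at about 65% in these data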;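 also: yeast aged for seven days with compound at 30 °C before DHE staining; 100% = average MFI of all compound-treated wells on the plate with controls excluded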
EBNA-1 inh – EBNA-1 DNA-binding inhibitors, primary screen, biochemical, fluorescence polarization. inhibition, % at 14.8 µM. 300,000 tested, 0.34% active. AID 1950, 2009; in the data active = inhibition above about 28%
The depositor's hits bear a star; u = inconclusive; x = not tested or not shown; & = joins results of further samples.

Value order – TPT1 inhibitor	CTSL1 counter	ZTA counter	core dimer inh	GASC-1 inh	PP1 inh	PP5 inh	Yeast superoxide	EBNA-1 inh
> CC(C)c1nc(SCC(=O)Nc2nc3c(s2)CCCC3)c2ccccc2n1
 : -0.6	-0.3	1.1	18.7	-5.4	-2.9	3.6	110.1	2.6
> COc1ccccc1OCC(=O)Nc1ccc(C(N)=O)cc1
 : -2.6	-1.7	13.8	-4.2	17.1	7.1	0.0	88.4	7.3
> Cc1cccc(/C=C/c2nc3ccccc3c(=O)n2Cc2ccccc2)c1
 : 1.0	-3.8	7.0	2.8	-2.5	-3.3	1.9	102.1	-4.0
> CC(C)NC(=O)C1CCCN(S(=O)(=O)c2cccs2)C1 (stereo not drawn)
 : 0.6	1.1	-10.4	-4.1	1.6	0.2	-1.4	75.8	6.7
> O=S1(=O)C=C(SCc2ccc(F)cc2)Nc2ccccc21
 : -1.1	-3.5	-10.5	-4.3	2.1	-1.3	-1.0	95.5	-2.0
> CCOC(=O)N1CCC(NC(=O)C2=CCN(S(=O)(=O)c3ccccc3)CC2)CC1
 : 3.6	-1.1	5.5	-1.9	0.0	-5.5	-0.5	91.4	0.1
> COc1cccc(CNC(=O)c2ccc(CS(=O)c3ccccc3)o2)c1 (stereo not drawn)
 : 2.1	-5.1	-8.3	-5.0	25.4	-2.1	1.0	92.0	-0.5
> CN(C)C(=O)c1ccc(N/C=C(\C=O)c2nc3ccccc3o2)cc1
 : -1.8	1.3	12.3	-1.7	-4.2	1.1	-3.5	91.6	-17.9
> Clc1ccc(-n2cnnn2)cc1
 : 0.0	-0.3	13.4	-2.5	3.3	3.2	0.3	113.2	9.6
> CCCn1c(C)nc2c(c1=O)c1nc3ccccc3nc1n2CCC1=CCCCC1
 : -6.9	2.1	-5.8	26.4	-20.5	5.4	3.0	93.4	-6.8
> O=C(c1cc2nc(-c3ccco3)cc(C(F)(F)F)n2n1)N1CCN(c2ccccn2)CC1
 : 10.2	8.8	-10.4	12.9	0.0&-3.2	1.4	3.0	114.6	-10.6
> O=C(CCN1CCCCC1)NCNC(=O)CCN1CCCCC1
 : 0.2	1.8	5.2	-6.8	-10.8	10.1	1.9	86.9	-8.7
> CNC(CC(C)C)C(=O)NC1C(=O)NC(CC(N)=O)C(=O)NC2C(=O)NC3C(=O)NC(C(=O)NC(C(=O)O)c4cc(O)cc(O)c4-c4cc3ccc4O)C(O)c3ccc(c(Cl)c3)Oc3cc2cc(c3OC2OC(CO)C(O)C(O)C2OC2C[C@](C)(N)C(O)C(C)O2)Oc2ccc(cc2Cl)C1O (stereo partly drawn)
 : -1.3	3.5	8.1	12.5	x	0.5	0.6	93.2	-7.0
> O=C(COC(=O)c1ccc(F)cc1F)Nc1ccc(Cl)cn1
 : x	x	-8.6	x	x	3.8	1.5	126.9	x
> COCCNc1ncnc2nc[nH]c12
 : -2.8	-1.8	4.1	1.7	8.5	-3.3	0.3	101.4	1.7
> S=C1NCN(Cc2cccnc2)CN1c1cccc(Cl)c1
 : 1.7	-5.1	-4.6	-2.2	9.2	-0.2	1.3	112.2	-8.1
> Fc1ccccc1-c1nc(-c2ccncc2)no1
 : -0.8	-0.8	-8.3	-12.3	-5.0	1.9	1.9	87.6	1.8
> Cc1[nH]c2ccccc2c1/C=N/NC(=O)CNC(=O)COc1ccccc1
 : 2.8	0.5	-4.0	-0.4	-19.0	-2.0	2.0	106.1	-6.9
> O=C(Oc1cccc(C(=S)N2CCCCC2)c1)c1ccccc1
 : -1.5	-5.3	-3.1	3.4	-1.8	-0.4	-0.3	100.4	-8.1
> COC(=O)c1ccccc1NC(=O)Oc1ccc(C(C)C)cc1
 : -4.9	-2.0	-22.2	-3.9	-0.8	3.2	3.5	115.6	-7.9

Arranged by heavy-atom count (descending): part of the list above.
Value order – TPT1 inhibitor	CTSL1 counter	ZTA counter	core dimer inh	GASC-1 inh	PP1 inh	PP5 inh	Yeast superoxide	EBNA-1 inh
> CNC(CC(C)C)C(=O)NC1C(=O)NC(CC(N)=O)C(=O)NC2C(=O)NC3C(=O)NC(C(=O)NC(C(=O)O)c4cc(O)cc(O)c4-c4cc3ccc4O)C(O)c3ccc(c(Cl)c3)Oc3cc2cc(c3OC2OC(CO)C(O)C(O)C2OC2C[C@](C)(N)C(O)C(C)O2)Oc2ccc(cc2Cl)C1O (stereo partly drawn)
 : -1.3	3.5	8.1	12.5	x	0.5	0.6	93.2	-7.0
> COc1cccc(CNC(=O)c2ccc(CS(=O)c3ccccc3)o2)c1 (stereo not drawn)
 : 2.1	-5.1	-8.3	-5.0	25.4	-2.1	1.0	92.0	-0.5
> O=C(COC(=O)c1ccc(F)cc1F)Nc1ccc(Cl)cn1
 : x	x	-8.6	x	x	3.8	1.5	126.9	x

Following part:
Value order – TPT1 inhibitor	CTSL1 counter	ZTA counter	core dimer inh	GASC-1 inh	PP1 inh	PP5 inh	Yeast superoxide	EBNA-1 inh
> O=C(COC(=O)c1cc(=O)[nH]c2ccccc12)NCc1cccs1
 : -1.7	-8.1	-3.3	0.4	-0.1	-3.4	-1.2	104.1	7.8
> COC(=O)c1ccccc1NC(=O)COc1ccccc1[N+](=O)[O-]
 : -3.8	2.7	-2.7	3.6	-7.6	0.4	0.1	88.2	0.4
> O=C(Nc1cccc(C(F)(F)F)c1)c1c(O)c2ccccc2[nH]c1=O
 : 0.6	1.8	1.6	-8.4	-15.0	-2.9	-1.6	108.8	-8.0
> CC(=O)N1c2ccc(S(=O)(=O)NCCC(=O)NCCc3ccc(Cl)cc3)cc2CC1C (stereo not drawn)
 : -2.0	-5.1	-19.4	-9.1	2.0	1.1	2.8	106.2	3.2
> COc1ccc(S(=O)(=O)N(C)CC(=O)NCc2ccccc2)cc1OC
 : -1.7	0.4	-3.4	-10.3	8.1	0.9	-1.1	86.6	5.1
> COc1cccc(CN(C)CC(=O)Nc2ccccc2C(=O)Nc2ccccc2)c1OC
 : -5.6	-3.2	-8.0	-2.8	9.2	2.2	2.6	100.2	-1.4
> COC(=O)N1CCc2c(sc(NC(=O)C3=COCCO3)c2C#N)C1
 : -3.1	-0.4	3.4	1.9	u	1.8	-1.0	104.6	-10.4
> CC(C)C(NC(=O)c1c(F)cccc1F)C(=O)NC1CC(C)(C)NC(C)(C)C1 (stereo not drawn)
 : -5.0	-6.5	-12.0	-14.0	7.1	-2.8	1.2	99.9	4.6
> COc1ccc(Cn2c(=O)[nH]c3cc(C(=O)NCCCN4CCCCCC4)ccc3c2=O)cc1
 : -2.4	6.9	-3.6	-1.5	-9.7	-0.2	1.2	101.3	-17.6
> COc1ccccc1C(=O)NNC(=S)NC(=O)c1sc2ccccc2c1Cl
 : 0.3	2.2	7.7	2.7	-24.5	5.4	3.4	109.1	-2.2
> CC(C)(C)c1ccc(Oc2ccc(N)cn2)cc1
 : 5.0	1.9	0.8	-1.7	0.0	3.1	5.3	92.8	-4.7
> Cc1ccc[n+](/C(=C\C(=C=[N-])C#N)C(=O)c2ccc(Cl)cc2)c1
 : 4.3	6.1	10.2	-0.1	-15.1	-3.5	0.0	92.7	-2.0
> Cc1cc2cc(CNC(=O)c3ccc(S(=O)(=O)N4CCOCC4)cc3)ccc2[nH]1
 : -6.3	4.2	6.2	24.3	2.1	-1.6	1.4	111.7	-7.3
> COc1cc(/C=C/C(=O)N2CCN(C)CC2)cc(S(=O)(=O)N2CCc3ccccc32)c1OC
 : -2.3	-7.8	8.6	-1.6	-0.1	-2.9	-0.4	96.8	5.7
> Cc1nnc(SCC(=O)Nc2ccccc2)[nH]c1=O
 : -0.2	-2.6	5.2	-0.6	-3.7	0.1	4.6	98.4	6.7
> CNC(=O)[C@@H]1C[C@H]1[C@@H](NC(=O)OCc1ccccc1)c1ccccc1
 : -4.4	0.5	-3.8	-14.2	17.8	-4.0	3.2	95.5	-4.8
> O=C1CS/C(=N/N=C\c2ccn[nH]2)N1
 : -1.5	4.7	-6.9	-0.2	-14.5	-0.9	-1.4	103.8	-5.7
> O=C(O)CCNC(=O)c1ccc(Br)o1
 : -7.8	-0.1	-5.7	-6.6	-1.9	-3.2	-0.9	84.5	0.7
> CCOC(=O)Cc1csc(NC(=O)c2c(-c3ccccc3)noc2C)n1
 : -0.1	0.3	3.6	-2.2	0.1	1.1	-1.9	87.5	4.8
> N=c1n(CCN2CCCCC2)c2ccccc2n1CC(O)COc1ccccc1 (stereo not drawn)
 : -1.0	-1.2	-1.8	-7.0	-1.3	-1.7	3.4	106.3	-2.1

(list continues)
Value order – TPT1 inhibitor	CTSL1 counter	ZTA counter	core dimer inh	GASC-1 inh	PP1 inh	PP5 inh	Yeast superoxide	EBNA-1 inh
> Cc1ccc(N2CCN(c3ccc(C)cc3)C2c2cccnc2)cc1
 : 0.7	0.0	5.9	1.6	2.0	1.4	1.7	94.9	12.3
> CCO[C@@H]1OC(C(=O)NCc2nc3ccccc3[nH]2)=C[C@H](C(C)(C)C)[C@H]1CCCO
 : 0.5	-2.2	1.4	-4.1	-9.4	2.1	2.8	99.7	2.1
> CCC(C)[C@H]1CN=C(N)N1CCCc1cc(OC)c(OC)c(OC)c1 (stereo partly drawn)
 : -0.1	-0.1	-6.9	-3.0	3.3	-0.5	1.7	91.7	-3.5
> C/C(=N\NC(=O)c1ccc(-c2ccccc2)cc1)C1C(=O)c2ccccc2C1=O
 : 1.5	4.1	0.2	20.2	36.1	10.5	1.0	97.2	-5.9
> Cc1ccc(Nc2c(-c3cccnc3)nc3ccc(Br)cn23)cc1
 : -3.6	1.9	7.0	12.6	-5.6	-0.8	1.9	105.3	-5.5
> c1ccc(Cn2c(NCc3ccco3)nc3ccccc32)cc1
 : 0.5	2.2	3.7	-6.2	-0.9	-0.4	0.8	90.9	6.1
> CCOc1ccccc1N1CCN(S(=O)(=O)c2cccs2)CC1
 : -1.2	-5.0	-1.4	0.5	-2.8	0.0	2.4	74.0	0.3
> Cc1nc(CS(=O)(=O)c2ccccn2)sc1C(=O)NNC(=O)c1c(F)cccc1Cl
 : -4.0	0.6	-5.2	-2.9	x	-3.2	-1.6	78.0	1.2
> COc1ccc(OC)c(C(O)c2nc3ccccc3n2C(C)C)c1 (stereo not drawn)
 : -2.5	-5.9	10.9	0.8	19.6	-2.1	0.0	102.7	6.0
> CS(=O)(=O)c1nc(S(=O)(=O)c2ccc(Cl)cc2)c(N2CCCCCC2)s1
 : -1.8	-3.0	4.3	1.6	-4.7	-1.1	1.1	97.6	8.7
> CCc1ccc(N(C(=O)CNC(=O)c2ccco2)C(C(=O)NCC2CCCO2)c2ccccc2)cc1 (stereo not drawn)
 : -7.7	-0.8	0.1	2.0	-13.5	-7.1	1.1	103.0	-22.8
